# LGR2 inh = inhibitors of bursicon-induced LGR2 CRE-luciferase signal, primary screen, cell-based, HEK293, CRE-luciferase reporter, bursicon stimulation. actives 0.35% (n = 380,000). inhibition, % at 9.99 µM. Drosophila bursicon receptor LGR2 (rickets). bursicon-stimulated, 4 h. AID 720647, 2013;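 active = drop in luminescence signal, shown as inhibition above about 50% in the replicate tests, limit read from the data, passing the limit was not always enough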;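 also: agonist challenge used bursicon conditioned medium at about half maximal strength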
# Casp6 inh = human caspase-6 inhibitors, primary screen, biochemical, VEID-R110 fluorescence, single point, set 2; actives 0.53% (n = 350,000); inhibition, % at 12.5 µM; AID 686996, 2013; purified caspase-6, Z-VEID-R110 cleavage fluorescence; P55212;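 active = mean inhibition across replicates at least about 35%, with every replicate also reaching that limit, limit read from the data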;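 also: 0% = median of neutral control wells and 100% = no fluorescence left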
# Target sequence (P55212 24-179 limits assumed): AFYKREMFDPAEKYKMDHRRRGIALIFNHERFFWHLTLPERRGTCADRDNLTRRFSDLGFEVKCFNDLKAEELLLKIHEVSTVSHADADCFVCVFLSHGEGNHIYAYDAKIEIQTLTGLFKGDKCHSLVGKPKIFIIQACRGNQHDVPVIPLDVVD
# Target sequence (P55212 194-293 limits assumed): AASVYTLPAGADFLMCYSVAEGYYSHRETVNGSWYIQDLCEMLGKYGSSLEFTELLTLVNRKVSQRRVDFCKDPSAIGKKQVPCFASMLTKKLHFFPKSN
# miR-122 sensor = miR-122 Renilla sensor signal increase in Huh7, primary screen, miR-122 inhibitor project, cell-based, single point, plate reader; actives 0.3% (n = 340,000); activation (reporter increase), % at 12.5 µM; Huh7 miR-122 Renilla luciferase sensor, 48 h; neutral wells = 0, positive control = 100; AID 602342, 2012;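 active = mean replicate activation score at least 90 and every replicate individually at or above 90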;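 also: higher luciferase means less miR-122 activity so hits act as miR-122 inhibitors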
# EWS-Fli block = EWS/Fli-driven NR0B1 reporter inhibitors, primary screen, A673 cells, NR0B1 luciferase, luminescence, MLPCN library. AID 651661, 2012. inhibition, % at 12.6 µM. actives 0.67% (n = 350,000). viability-normalised;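 active = mean inhibition of at least 50% after viability correction, with every replicate also passing that limit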;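 also: firefly luciferase signal divided by Alamar Blue viability fluorescence both relative to DMSO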
# Cneo AK release = Cryptococcus neoformans cell lysis inducers, primary screen, AK release luminescence, single concentration | C. neoformans lysis, adenylate kinase release luminescence, 4 h; normalised: neutral wells 0, clomiphene wells 100 | lysis activity, % at 15 µM | actives 0.2% (n = 360,000) | AID 651654, 2012;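 active = mean lysis activity across replicates of at least 80%, whatever share of replicates individually reach that level; inactive = mean lysis activity below 80%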
#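 Material – log-phase Cryptococcus neoformans yeast cells · Input – 5 × 10^6 yeast cells/mL · Medium – fresh YPD growth medium · Doses – single compound concentration per well · Timing – static 4 h at 37 °C with compound, 1 h detection · Detection – adenylate kinase release luminescence · Read-out – signal increase indicating cell lysis · Control set – Clomiphene as positive lysis control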
# PGC1a acetyl inh = inhibitors of PGC1a acetylation signal, primary screen, cell-based, U2OS, AlphaScreen, inhibitor mode; AlphaScreen anti-acetyl-lysine; with virally co-expressed GCN5 acetyltransferase; AID 651687, 2012; actives 0.17% (n = 350,000); inhibition, % at 15.6 µM;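 active = every replicate shows inhibition of at least 40%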;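 also: 0% = neutral control wells and 100% = positive control wells; some results beyond the cut were filed as inactive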
# PAX8 reporter = inhibitors of PAX8-driven TPO luciferase reporter, primary screen, RMG-I cells, single concentration | inhibition, % at 12.6 µM | AID 652154, 2013 | SteadyGlo, 24 h | actives 1.2% (n = 360,000);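 active = mean replicate inhibition at least 60% with every replicate also reaching 60%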;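 also: luciferase light reporting Pax8 driven TPO promoter activity; plate controls were median of neutral control wells for no effect and mitoxantrone controls for full effect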
# FN deposition inh = inhibitors of fibronectin matrix deposition, primary screen, AH1F cells, Alexa488-fibronectin fluorescence, plate reader | AH1F fibroblasts, overnight | inhibition, % at 12.6 µM | actives 0.086% (n = 350,000) | AID 743247, 2014;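 active = mean inhibition across replicates of 30% or more, regardless of how many single replicates reach that level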;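 also: positive control wells lacked labelled fibronectin entirely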
#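 Assay system: AH1F fibroblast monolayer, labelled fibronectin deposition. Amount: 10000 cells per well. Also added: labelled fibronectin 24 nM. Compound: single-point pinned compound. Incubation: cell attachment 1 h, compound and FN exposure overnight. Detection: fluorescence after three HBSS washes, excitation 485 nm, emission 525 nm. Read-out: inhibition of fibronectin deposition signal.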
# * marks the source's active call; other numbers are inactive results; · = no result given; & = joins results of further samples; [ ] = dose if it differs, or a comment. This is a random part of the collection (roughly 2.5% active in at least one column).
SMILES,LGR2 inh,Casp6 inh,miR-122 sensor,EWS-Fli block,Cneo AK release,PGC1a acetyl inh,PAX8 reporter,FN deposition inh
CCCn1c(=O)c(C(=O)NNC(=O)c2cccc([N+](=O)[O-])c2)c(O)c2ccccc21,5,5,·,·,0,·,0,·
CCC(C)NC(=O)Cn1cc2c(n1)CCC(C)C2 (centres undefined),7,-2,3,-4,-1,2,3,-12
O=C(NC(c1ccc(Cl)cc1)c1cnccn1)C1CCN(CCOc2ccc(F)cc2)CC1 (centres undefined),·,0,-6,11,0,-19,14,-1
CO[C@@H]1CN(C)C(=O)c2ccc(NC(=O)C3CCOCC3)cc2OC[C@@H](C)N(S(=O)(=O)c2ccc(C)cc2)C[C@H]1C,10,0,·,-1,1,-15,8,·
C[C@H]1CN([C@@H](C)CO)C(=O)c2cc(NS(=O)(=O)c3ccc(F)cc3)ccc2O[C@H]1CN(C)S(=O)(=O)c1cccs1,5,0,-12[16.7 µM],6,58,-12,-3,10
COc1ccc(NC(=O)Nc2cccc3c2O[C@H](CN(C)C(=O)Nc2c(C)noc2C)[C@@H](C)CN([C@H](C)CO)C3=O)cc1,22&-4,-1&1,3,-6&-1,-1,-3&3,-9&1,-2&6
O=C(COc1ccccc1C(=O)O)Nc1cccc2ccccc12,13,-1,-7,-3,0,-6,7,-9
C=CCNc1nc2c(c(=O)n(C)c(=O)n2C)n1CC,-8,3,-3,2,3,3,-3,-2
COc1ccc(Nc2cc(=O)oc3ccccc23)cc1,·,·,7,·,0,-15,26,14
CC(C(=O)O)c1ccc(CC2CCCC2=O)cc1 (centres undefined),-2,4,-4,5,0,3,-11,·
Cc1ccc(C)c(C(O)c2ncc(-c3cccc(F)c3)[nH]2)c1 (centres undefined),-3,1,65,-1,0,·,-18,6
O=C(C[C@H]1C[C@@H]2c3cc(NC(=O)CC4CC4)ccc3O[C@@H]2[C@@H](CO)O1)NCc1cccc(F)c1,-1,-6,1[16.7 µM],0,91*,10,·,-2
C[C@@H]1CN([C@H](C)CO)C(=O)c2cc(-c3ccc(C#N)cc3)cnc2O[C@H]1CN(C)C(=O)CC1CC1,-6,-1,-6[16.7 µM],-9,-1,·,·,·
O=C(Nc1ccccc1)c1nn(-c2ccccc2)c(=O)cc1C(F)(F)F,19,·,-4,·,-1,-6,·,·
CO[C@H]1CN(C)C(=O)c2ccc(NC(=O)C3CC3)cc2OC[C@@H](C)N(Cc2cc(F)ccc2F)C[C@H]1C,1,·,·,-9,·,-3,·,9
CCCCN(C=O)c1c(CC)nc2c(OCCC3CCCCC3)cccn12,11,1,-6,6,3,13,5,-5
CCC(Sc1nnc(C)c(=O)[nH]1)C(=O)Nc1cccc2ccccc12 (centres undefined),31,4,-8,8,-1,-2,3,-3
S=C1Cc2ccccc2N1,24,20,-13,66*,-2,-7,106*,3
Cc1cc(C(=O)Nc2cc(S(C)(=O)=O)ccc2Cl)no1,17,0,·,3,-1,·,-6,-12
COc1ccc(NC(=O)N2C3CCCC2CC(NC(=O)C2CC2)C3)cc1 (centres undefined),1,0,-6,5,0,·,-16,-12
CC(C)c1ccc(OCC(=O)NNC(=O)c2cnccn2)cc1,-2,3,·,5,·,·,0,0
COC(=O)COc1ccc(C(=O)OC)cc1,·,·,-1,·,0,8,5,·
O=C(NCC1CC1)[C@@H]1[C@@H](CO)[C@@H]2Cn3c(ccc(C4=CCCC4)c3=O)[C@H]1N2C(=O)C1CC1,1,-3,-1[16.7 µM],4,0,·,6,·
O=C(NCCN1CCOCC1)c1cc2sccc2n1Cc1ccc(F)cc1,11,·,1,·,2,5,·,·
O=C(NNC(=O)c1ccc(Cl)cc1Cl)c1cnccn1,8,1,·,4,·,·,-32,1
Cc1ccc(NC(=O)CN2C(=O)NC(C)(c3ccc4c(c3)OCO4)C2=O)cc1 (centres undefined),-22,4,-3,0,0,3,9,2
O=C1NC(c2ccc(Cl)cc2Cl)Oc2ccccc21 (centres undefined),-4,-2,-2,14,1,·,12,1
COc1ccc(C2=[N+]([O-])C(C)(C)N(O)C2(C)C)cc1,·,·,4,·,-3,-4,6,-6
Cc1ccccc1N1CCN(S(=O)(=O)C[C@]23CCC(CC2NC(=O)[C@@H](N)CCS(C)(=O)=O)C3(C)C)CC1 (some centres undefined),-18,0,-3,-8,0,-1,-20,3
CC(C)(C)C(=O)Nc1ccccc1N1CCN(C(=O)c2ccc(Cl)cc2)CC1,·,·,-6,·,3,0,13,-10
COC(=O)c1ccc(-n2c(C)cc(C(=O)CCl)c2C)cc1,12,2,-4,46,-1,-9,19,-1
COc1ccccc1NC(=O)CCc1nnc2ccc(N3CCC4(CC3)OCCO4)nn12,-6,2,·,-3,·,·,5,-7
O=C(Cn1cc(C(=O)c2ccco2)c2ccccc21)NC1CC1,-2,1,·,0,·,·,7,2
C[C@@H](NC(=O)C[C@H]1CC[C@@H](NC(=O)c2cccnc2)[C@H](CO)O1)c1ccccc1,-6,-1,-3[16.7 µM],-3,1,-2,7,-7
CCOCCCNC(=S)N(CCCN(C)C)Cc1cc2cc3c(cc2[nH]c1=O)OCCO3,·,-9,5,0,0,-13,7,3
C[C@H](CO)N1C[C@H](C)[C@@H](CN(C)Cc2ccc(-c3ccccc3)cc2)Oc2ccc(NC(=O)Nc3ccc4c(c3)OCO4)cc2C1=O,9,-4,-2[16.7 µM],1,4,-2,·,·

# Some of the entries so far, with bars between the fields.
mol | LGR2 inh | Casp6 inh | miR-122 sensor | EWS-Fli block | Cneo AK release | PGC1a acetyl inh | PAX8 reporter | FN deposition inh
CCC(Sc1nnc(C)c(=O)[nH]1)C(=O)Nc1cccc2ccccc12 (centres undefined) | 31 | 4 | -8 | 8 | -1 | -2 | 3 | -3
S=C1Cc2ccccc2N1 | 24 | 20 | -13 | 66* | -2 | -7 | 106* | 3
Cc1cc(C(=O)Nc2cc(S(C)(=O)=O)ccc2Cl)no1 | 17 | 0 | · | 3 | -1 | · | -6 | -12

# (next part)
SMILES,LGR2 inh,Casp6 inh,miR-122 sensor,EWS-Fli block,Cneo AK release,PGC1a acetyl inh,PAX8 reporter,FN deposition inh
CO[C@@H](CN(C)S(=O)(=O)c1cccc(Cl)c1)[C@H](C)CN([C@@H](C)CO)S(=O)(=O)c1ccc(Cl)cc1,-5,3,·,-5,-20,-2,6,13
Cc1ccc(S(=O)(=O)N[C@@H]2CC[C@@H](CC(=O)O)O[C@@H]2CO)cc1,17,0,-11[16.7 µM],0,0,5,-24,·
COc1ccc(C(CC(=O)Nc2ccccn2)N2Cc3ccccc3C2=O)cc1OC (centres undefined),-1,2,-8,3,-2,-5,10,2
O=C(OCC(=O)N1CCCCCC1)c1ccc[nH]c1=O,-10,-1,4,4,-2,-44,7,-2
Cc1ccc(N(CC(=O)NCc2ccccc2Cl)S(=O)(=O)c2c(C)noc2C)cc1,19,3,4,·,0,·,6,1
CC(C)C[C@H](N)C(=O)N1CCC(C(=O)N[C@H](C(=O)NC(C)c2ccccc2)C(C)C)CC1 (some centres undefined),6,-7,-5,-5,-1,-4,·,·
Cc1ccc(S(=O)(=O)N(C)C[C@@H]2Oc3ccc(NC(=O)Cn4cnnn4)cc3CC(=O)N([C@H](C)CO)C[C@H]2C)cc1,15,1,-4[16.7 µM],0,-2,-3,-15,·
COc1cc(SC)ccc1C(=O)NCCOc1ccc(Cl)cc1,-1,0,·,-9,·,·,13,-4
C[C@H](CO)N1C[C@H](C)[C@H](CN(C)C(=O)Nc2ccc(C(F)(F)F)cc2)OCc2cnnn2CCCC1=O,1&5,0&-3,1,-6&-7,2&2,3&-5,14&-27,6&-1
C[C@@H]1CN([C@@H](C)CO)S(=O)(=O)c2ccc(C#CC3(O)CCCC3)cc2O[C@@H]1CN(C)C(=O)c1cccnc1,9,3,-47[16.7 µM],13,0,-5,1,·
CN(C)CC#Cc1ccc([C@H]2[C@H](CO)N3CCCCN(CC4CC4)C[C@@H]23)cc1,4,-1,-4[16.7 µM],10,-2,0,8,·
COC1=CC(C)C2CC3OC(=O)CC4C(C)=C(OC)C(=O)C(C2(C)C1=O)C34C (centres undefined),-1,-6,4,2,0,-5,-5,0

# Structures from the list above that have a CF3 group (2):
SMILES,LGR2 inh,Casp6 inh,miR-122 sensor,EWS-Fli block,Cneo AK release,PGC1a acetyl inh,PAX8 reporter,FN deposition inh
O=C(Nc1ccccc1)c1nn(-c2ccccc2)c(=O)cc1C(F)(F)F,19,·,-4,·,-1,-6,·,·
C[C@H](CO)N1C[C@H](C)[C@H](CN(C)C(=O)Nc2ccc(C(F)(F)F)cc2)OCc2cnnn2CCCC1=O,1&5,0&-3,1,-6&-7,2&2,3&-5,14&-27,6&-1

# The listing continues.
SMILES,LGR2 inh,Casp6 inh,miR-122 sensor,EWS-Fli block,Cneo AK release,PGC1a acetyl inh,PAX8 reporter,FN deposition inh
COc1ccccc1C#Cc1cnc2c(c1)C(=O)N([C@H](C)CO)C[C@@H](C)[C@@H](CN(C)C(=O)CN(C)C)O2,-4,-3,-3[16.7 µM],-4,0,-1,·,·
COc1cc(C(CC(=O)N2CCCC2)c2c(OC)cc(OC)c3c(-c4ccccc4)cc(=O)oc23)cc(OC)c1OC (centres undefined),-1,7,17,12,2,-2,11,7
CC(=O)NC1c2ccccc2C(=O)N1Cc1ccccc1 (centres undefined),-7,1,1,-2,-6,3,6,-3
O=C(Nc1ccc(N2CCOCC2)cc1)C1CC(=O)N(c2ccccc2)C1 (centres undefined),-22,2,2,-6,-1,2,1,-5
O=C(c1cccc(Br)c1)N1CCN(c2ccc(N3CCOCC3)nn2)CC1,-25,-3,·,1,-3,·,6,4
COc1cc(C2c3cc4c(cc3OC(C)(N3CCCC3)C2C)OCO4)cc(OC)c1OC (centres undefined),-10,0,42,23,·,0,-3,-2
CC(C)c1cccc(C(C)C)c1NC(=O)CNCc1ccccc1F,-1,0,·,4,·,·,-5,1
O=C(CN1CCCCCC1)Nc1nc2ccccc2s1,-7,-3,-2,-35,-6,6,-7,14
CCCNC(=O)N1C[C@H]2[C@@H](c3ccccc31)[C@@H](CO)N2Cc1cc(F)ccc1F,-3,-5,-4[16.7 µM],1,1,0,21,·
Cc1ccc(C2CN=NC23CCc2ccccc2C3=O)cc1 (centres undefined),·,·,-51,·,-9,-24,-49,-3
C/C(=N\Nc1ccc2nncn2n1)c1ccc(Cl)s1,-11,-2,-6,10,0,-1,-13,-8
C=CC[C@H]1C(C(=O)OCC)=CC[C@@H](c2ccccc2)N1S(=O)(=O)c1ccc(C)cc1,4,2,3,6,2,-24,11,-7
CC(C)Nc1nc(Oc2cccc(Cl)c2Cl)cc(C(F)(F)F)n1,·,·,2,·,-2,-2,0,-1
COc1ccccc1Nc1cc2cc(Br)ccc2c(=O)[nH]1,9,·,3,21,1,14,18,-9
C[C@H]1CCCCO[C@@H](CN(C)C(=O)CCCN(C)C)[C@@H](C)CN([C@@H](C)CO)C(=O)c2cc(NC(=O)Cc3ccccc3)ccc2O1,-4,0,-3[16.7 µM],-10,2,-4,-12,-5
O=C(OC1CO[C@H]2O[C@@H]1[C@H](OC(=O)c1ccccc1)[C@H]2OC(=O)c1ccccc1)c1ccccc1 (some centres undefined),·,-1,-5,5,-6,2,-77,4

# Screens: PubChem BioAssay, Broad Institute
